Screening data as filed in PubChem.
CHO parental Ca: counter-screen: ATP calcium response change in parental CHO cells | parental CHO-K1, ATP-induced calcium, Fluo-8 fluorescence | inhibition, % at 5.6 µM | AID 463079 | 0.63% of 330,000 active;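 active means inhibition above that plate's mean sample inhibition plus 3 SD, cut at about 26% in these data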;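 further: 0% = ATP-challenged DMSO wells and 100% = DMSO wells without ATP; some compounds past the cut are filed as inactive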
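material = parental CHO cells | also added = ATP as calcium-mobilizing challenge | dosing = single point at 5.6 µM | detection = intracellular calcium via Fluo-8 no-wash fluorescent dye | read-out = % inhibition | benchmarks = low control ATP plus DMSO, high control DMSO only | repeats = one well per compound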
CHRM1 PAM: human CHRM1 positive allosteric modulation | P11229 | CHO-K1 hM1, Fluo-8 calcium fluorescence, ACh EC20; 0% = ACh EC20, 100% = maximal ACh | activation, % at 3 µM | 0.088% of 360,000 active; in the data active means activation above about 19%, passing the limit was not always enough
TAAR1 antag: antagonists of human TAAR1; 1.5% of 360,000 active; inhibition, % at 3 µM; CHO RD-HGA16 TAAR1, Fluo-8 calcium fluorescence, antagonist;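 active means inhibition above a per-plate cutoff, the mean inhibition of test compounds on that plate plus 3 SD, cut at about 49% in these data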;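 further: 0% = DMSO plus EC80 beta-PEA response and 100% = DMSO alone without agonist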
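Test system: hTAAR1-expressing CHO RD-HGA16 cells, Gα16-coupled; Probe or stimulus: EC80 β-phenethylamine stimulus; Compound dosing: single nominal final test compound concentration of 3 µM; Timing: 140 s kinetic read after compound, 140 s after agonist; Signal: Fluo-8 calcium-sensitive fluorescence; Measure: % inhibition of agonist calcium response; Controls: DMSO and EC80 PEA controls.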
M1 antag: human CHRM1 antagonism. P11229. CHO-K1 hM1, Fluo-8 calcium fluorescence, ACh EC80 antagonist. 1.3% of 360,000 active. inhibition, % at 3 µM. AID 588852;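 active means percent inhibition above its own plate's cutoff, namely the mean of that plate's compound wells plus 3 SD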;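 further: peak over basal fluorescence ratio during 140 s after agonist addition; 0% = ACh EC80 plus DMSO and 100% = DMSO alone without agonist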
V1aR counter: V1a receptor agonism, counter-screen for OXTR agonists | P37288 | 0.25% of 320,000 active | AID 2797 | CHO-V1R cells, Fluo-8 calcium fluorescence, agonist mode; 0% DMSO, 100% 3 nM vasopressin | activation, % at 3 µM;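 active means activation above the mean activation of all tested compounds plus 3 SD, per screening run, cut at about 20% in these data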;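 further: signal is peak over basal fluorescence ratio across a 100 second FLIPR read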
Target sequence (P37288 whole entry, looked up): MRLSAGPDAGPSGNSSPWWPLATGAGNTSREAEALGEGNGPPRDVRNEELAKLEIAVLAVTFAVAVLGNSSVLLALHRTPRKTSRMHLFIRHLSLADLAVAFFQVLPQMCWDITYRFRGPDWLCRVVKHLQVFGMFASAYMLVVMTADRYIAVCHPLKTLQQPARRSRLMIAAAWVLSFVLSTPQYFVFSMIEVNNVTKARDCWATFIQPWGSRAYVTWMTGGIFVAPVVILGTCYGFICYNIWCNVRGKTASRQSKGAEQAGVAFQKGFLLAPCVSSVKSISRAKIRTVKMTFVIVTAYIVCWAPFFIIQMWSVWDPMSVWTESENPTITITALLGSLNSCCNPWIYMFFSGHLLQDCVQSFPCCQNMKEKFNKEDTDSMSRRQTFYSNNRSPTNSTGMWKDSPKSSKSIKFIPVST
OXTR agonist: activates the human oxytocin receptor. P30559. CHO-OTR cells, Fluo-8 calcium fluorescence; normalized: DMSO 0%, oxytocin 100%. activation, % at 3 µM. 0.32% of 320,000 active;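 active means activation above the mean of all tested compounds plus 3 SD, cutoff set per screening run, cut at about 20% in these data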;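 further: peak over basal fluorescence ratio from a 100 s FLIPR kinetic read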
Target sequence (P30559 whole entry, looked up): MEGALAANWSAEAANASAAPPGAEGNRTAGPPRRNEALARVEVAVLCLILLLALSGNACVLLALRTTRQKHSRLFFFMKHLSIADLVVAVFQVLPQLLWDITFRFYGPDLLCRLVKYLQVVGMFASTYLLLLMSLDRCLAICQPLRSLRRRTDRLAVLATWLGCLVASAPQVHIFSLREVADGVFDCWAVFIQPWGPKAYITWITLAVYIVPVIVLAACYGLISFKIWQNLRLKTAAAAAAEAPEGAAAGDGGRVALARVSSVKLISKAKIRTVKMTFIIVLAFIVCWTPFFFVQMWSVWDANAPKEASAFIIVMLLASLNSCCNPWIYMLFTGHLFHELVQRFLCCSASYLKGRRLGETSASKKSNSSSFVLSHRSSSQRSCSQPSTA
OXTR potentiate: potentiates the human oxytocin receptor response; CHO-OTR cells, Fluo-8 calcium fluorescence, potentiator mode; 0% = oxytocin EC15, 100% = EC100; activation, % at 3 µM; 0.061% of 320,000 active;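 active means activation above that plate's cutoff, the mean activation of tested compounds plus 3 SD, cut at about 6.6% in these data, passing the limit was not always enough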;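 further: 100% uses oxytocin at 75 nM as the full agonist control; some results filed as inactive read as strong as hits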
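Assay system: CHO cell line stably expressing human OTR | Also added: Oxytocin at about EC15, sub-maximal agonist stimulus | Times: Compound 6 min at room temperature before oxytocin, 100 s read | Measured by: Fluo-8 intracellular calcium fluorescence, ex 470-495, em 515-575 nm | Controls: EC15 oxytocin alone as 0%, 75 nM oxytocin as 100%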
CHRM1 agonist: human M1 muscarinic receptor agonism; P11229; CHO-K1 hM1, Fluo-8 calcium fluorescence, agonist mode; 0% DMSO, 100% acetylcholine EC100; activation, % at 3 µM; 0.33% of 360,000 active; AID 588814;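 active means activation above the run's mean compound activation plus 3 SD, cut at about 16% in these data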;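 further: peak over basal fluorescence ratio within a 140 s kinetic read after compound addition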
TAAR1 agonist: human TAAR1 agonism; Q96RJ0; CHO RD-HGA16 TAAR1, Fluo-8 calcium fluorescence; vehicle wells 0%, saturating PEA agonist 100%; 0.99% of 360,000 active; activation, % at 3 µM;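 active means activation above the mean activation of all test compounds in the run plus 3 SD, cut at about 38% in these data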
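System: CHO-derived RD-HGA16 cells with stable Gα16 and human TAAR1 / Times: 17-24 h plating, Fluo-8 75 min 37 °C, 30 min RT / Technique: calcium-sensitive Fluo-8 signal, excitation 470-495, emission 515-575 nm / Measure: % activation relative to PEA EC100 response / Benchmarks: DMSO and PEA EC100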
Active calls of the source: *; . = no result given; + = active, no number.

SMILES	CHO parental Ca	CHRM1 PAM	TAAR1 antag	M1 antag	V1aR counter	OXTR agonist	OXTR potentiate	CHRM1 agonist	TAAR1 agonist
CCC(C)(C)NC(=O)CN(C(=O)CCC(=O)Nc1cc(C)ccn1)c1ccc2c(c1)OCO2	-23	1	-14	-3	0.2	-1.5	-10	-2	9
C=C(C)C(=O)Nc1cccc(C2=NOC3(C2)C[C@@H](C(N)=O)N(C(=O)CC(c2ccccc2)c2ccccc2)C3)c1 (stereo not given in full)	-5	-1	15	4	-0.1	-0.7	-11	-7	4
Cn1c(COc2ccc(Cl)cc2)nc2ccccc2c1=O	-26	0	3	-1	-0.7	-1.2	-5	-7	0
COc1cc(C=NNC(=O)Cn2nc(C)cc2C)ccc1OC(=O)C1CC1	-8	8	-2	-10	0.1	0.5	-3	-2	+
O=C(N=Nc1c(O)n(C2OC(=O)c3ccccc32)c2ccccc12)c1ccco1 (stereo not given)	-9	.	.	.	0.0	-0.3	-4	.	.
Cc1[nH]c2ccccc2c1/C=C(\C#N)C(=O)NCC1CCCO1 (stereo not given)	-6	1	18	1	-0.3	0.2	-11	-3	2
O=C(O)C1=C2C(=O)Nc3cccc(c32)C2(C1)C(=O)Nc1ccccc12 (stereo not given)	.	7	-16	-18	.	.	.	-1	2
O=C(CSc1nnc(-c2ccccc2)o1)NC1CC1	-12	10	8	-13	0.6	4.0	-1	0	-1
COc1ccccc1N(CC(=O)NCc1ccc(F)cc1)C(=O)CCC(=O)Nc1ccccn1	-14	7	-8	-3	0.2	1.2	0	-5	9
COc1cccc(NC(=O)Cn2c(CCC(=O)O)ccc2-c2ccc(C)cc2)c1	-8	5	8	-9	3.5	-1.0	-2	-3	2
CC(Oc1cc(Cl)ccc1Cl)C(=O)N/N=C\c1ccnn1C (stereo not given)	-15	-3	-2	-7	1.1	0.5	2	-3	3
COc1ccc(OC)c(-c2nn(-c3ccccc3)cc2C(=O)NC2(C)CCS(=O)(=O)C2)c1 (stereo not given)	.	2	-8	-10	.	.	.	-2	2
CC(=O)N1CCN(CCN=CC2=C(O)CC(c3cccs3)CC2=O)CC1 (stereo not given)	7	7	22	-9	-0.2	0.5	-9	-3	3
COc1cc(/C=C/C(=O)OCC(=O)NCc2ccc(F)cc2)ccc1O	-7	6	2	-12	7.1	6.2	-8	3	9
O=C(COC(=O)Cn1cnc2ccccc21)NCCCc1ccccc1	-7	9	-15	-15	0.0	0.0	-6	0	3
CN(CCCN1CCOCC1)C(=O)c1cc(COc2cccc(C(F)(F)F)c2)on1	-15	5	-1	-17	3.6	1.4	-2	-3	1
COc1ccc(-c2ccc(S(=O)(=O)N3CCCC3)cc2)cc1	-14	2	14	18	3.7	1.4	-6	-5	13
Cc1cc(C)n(CC(=O)NCCC2=CCCCC2)n1	-10	2	-5	-1	0.2	0.2	1	-4	0
O=C(Nc1ccccc1-c1ccccc1NC(=O)c1ccco1)c1ccco1	-22	-2	10	2	-0.1	-0.9	-13	-5	4
COc1cccc(OCc2nc3ccccc3[nH]2)c1	-20	5	-7	-10	-0.6	-0.9	-1	-1	-1
O=C(CCCN1C(=O)c2ccccc2C1=O)Nc1ccc(S(=O)(=O)N2CCCCC2)cc1	-15	3	-6	-7	1.9	3.0	-5	-7	13
O=C1CC(=O)CC(c2ccco2)C1	-13	6	-6	-30	0.0	-0.5	0	2	4
O=C(NCc1cccs1)c1csc2ccccc12	3	1	.	-2	-1.2	-1.9	-5	-7	.
O=C(N/N=C/c1ccccc1O)c1cc[n+]([O-])cc1	-4	15	11	11	0.8	0.1	-3	11	15
CC(=O)c1cccc(CN2CCN(CC(C)C)C(CCO)C2)c1 (stereo not given)	-8	-7	2	9	0.6	0.4	1	-12	4

Fetched by compound from above (2):
SMILES	CHO parental Ca	CHRM1 PAM	TAAR1 antag	M1 antag	V1aR counter	OXTR agonist	OXTR potentiate	CHRM1 agonist	TAAR1 agonist
CC(=O)c1cccc(CN2CCN(CC(C)C)C(CCO)C2)c1 (stereo not given)	-8	-7	2	9	0.6	0.4	1	-12	4
COc1cccc(OCc2nc3ccccc3[nH]2)c1	-20	5	-7	-10	-0.6	-0.9	-1	-1	-1

Remaining list, next part
SMILES	CHO parental Ca	CHRM1 PAM	TAAR1 antag	M1 antag	V1aR counter	OXTR agonist	OXTR potentiate	CHRM1 agonist	TAAR1 agonist
O=C(c1cc([N+](=O)[O-])ccc1N1CCOCC1)N1CCCCC1	4	5	2	-5	0.1	-0.2	3	-7	3
O=C1O/C(=C\c2ccccc2)c2ccccc21	-9	-5	15	7	-0.8	-1.8	-7	-6	15
O=C(NCc1cccs1)C(=O)NCC(c1ccco1)N1CCN(c2ccc(F)cc2)CC1 (stereo not given)	7	3	-8	-2	-0.1	-1.2	-18	3	2
CCN(CC)CCCNC(=O)c1cc2c(=O)n(CC)c3ccccc3c2s1	3	4	1	-7	0.0	-0.1	-7	-9	-1
COc1ccc(-c2nc(CS(=O)(=O)CC(=O)NCc3ccccc3OC)c(C)o2)cc1	-24	12	-31	-6	2.8	0.7	-4	-1	0
Cc1cccc(C)c1NC(=O)CN(C)C(=O)c1cc([N+](=O)[O-])ccc1N1CCOCC1	-4	5	-6	-9	0.6	-0.9	1	-3	1
COc1ccccc1NC(=O)N(CCCN1CCOCC1)Cc1cc2cc3c(cc2[nH]c1=O)OCO3	-5	10	9	-7	1.0	0.1	-8	-4	7
CN(C(=O)c1cccc(NC(=O)Cc2cccc([N+](=O)[O-])c2)c1)C1CCC1	-6	-7	5	14	2.3	2.4	0	-4	15
CCOC(=O)CSc1nnc(-c2ccco2)n1-c1ccccc1	-13	8	-18	-30	0.4	-0.9	3	-1	6
CCOC(=O)c1ccc(NC(=O)CSc2nc3c(c(=O)n2C)SC(C)C3)cc1 (stereo not given)	-2	-5	-31	4	3.4	-2.4	-6	-5	-1
Cc1onc(-c2ccccc2)c1C(=O)c1c[nH]c(C(=O)NCc2ccncc2)c1	-14	5	-9	-7	0.1	0.6	-2	-7	3
CN1CCS/C1=C\C=C1/SC(=S)N(CC(=O)O)C1=O	.	-8	12	6	.	.	.	12	45*
CCN(Cc1nc2ccccc2c(=O)[nH]1)Cc1cc(=O)oc2cc(OC)ccc12	1	1	8	-17	-0.2	3.4	-2	-8	4
Cc1nnc(-c2cnn(C)c2N)n1Cc1ccc(Cl)cc1	-2	6	12	-21	0.6	0.6	-3	-1	1
N#C/C(=C\c1ccc(N2CCOCC2)o1)C(=O)NCC1CCCO1 (stereo not given)	9	2	14	2	5.4	5.3	3	-5	8
CCSc1nnc(NC(=O)c2nc(S(=O)(=O)Cc3ccc(F)cc3)ncc2Cl)s1	-2	0	-4	-3	0.2	-0.4	-3	-2	0
Cc1cc(C)n(-c2ccc(S(N)(=O)=O)cc2[N+](=O)[O-])n1	-9	3	-31	-5	0.0	0.5	5	-3	2
CCCCCCCC1(C)NC(=O)N(CC(=O)Nc2cc(C)on2)C1=O (stereo not given)	-9	13	5	-12	0.4	-0.1	0	-1	6
CCOC(=O)C1=CCN(S(=O)(=O)c2ccc(F)cc2)C1c1ccc(C)cc1 (stereo not given)	.	-7	35	4	.	.	.	-8	4
Cc1nnc(SCC(=O)N2CCc3ccccc3C2)n1-c1ccccc1	-8	4	0	-8	1.9	-0.4	-1	-2	1
CC(C)NCCCCOc1ccccc1-c1ccccc1	-12	.	.	.	2.5	3.5	3	.	.
O=C(O)C1CCCN1S(=O)(=O)c1ccc2[nH]c(=O)c(=O)[nH]c2c1 (stereo not given)	-2	7	2	-1	0.5	1.5	5	-4	3
O=S(=O)(NCc1ccc2c(c1)OCO2)c1ccc(Cl)s1	-8	-3	-13	12	0.6	-1.1	-12	-5	0
CC(/C=N/n1c(-c2cccnc2)n[nH]c1=S)=C\c1ccccc1	-14	10	-2	-12	0.5	-0.2	-3	-1	1
Oc1c(N=NC(=S)Nc2ccccc2F)c2ccccc2n1Cc1ccccc1	-4	7	5	-1	0.0	0.3	-2	-2	5

Continued, starting with the last 2 of the part before.
SMILES	CHO parental Ca	CHRM1 PAM	TAAR1 antag	M1 antag	V1aR counter	OXTR agonist	OXTR potentiate	CHRM1 agonist	TAAR1 agonist
CC(/C=N/n1c(-c2cccnc2)n[nH]c1=S)=C\c1ccccc1	-14	10	-2	-12	0.5	-0.2	-3	-1	1
Oc1c(N=NC(=S)Nc2ccccc2F)c2ccccc2n1Cc1ccccc1	-4	7	5	-1	0.0	0.3	-2	-2	5
CCOc1ncccc1C(=O)NCC(c1ccccc1)N(C)C (stereo not given)	1	-7	12	25	1.1	-0.5	-2	-7	0
CN(C)/C=N/c1[nH]ncc1C#N	12	6	11	-5	4.6	0.4	-6	-7	-1
Cc1ccc2[nH]c(=O)c(CN(Cc3cccs3)C(=S)NCc3ccco3)cc2c1	-5	-1	31	8	0.1	-0.6	-2	-7	1
C=C(CCO)C1=CCN(S(=O)(=O)C(C)(C)C)[C@H]1CCO	.	3	-22	-9	.	.	.	-3	1
O=C(COC(=O)c1ccccn1)Nc1ncc(C(F)(F)F)cc1Cl	-5	7	-22	-12	1.6	-1.0	-15	-2	-2
COc1cc(CNCc2cccs2)ccc1OCC(=O)NC(C)(C)C	-17	-17	-7	12	0.6	0.4	3	-11	4
[O-][n+]1c2c(nn1-c1ccccc1Cl)-c1nonc1CC2	-1	8	-5	-10	0.4	0.5	-2	-4	5
Cn1cccc1C(=O)NCC1COc2ccccc2O1 (stereo not given)	.	-1	-23	1	.	.	.	-3	1
CC(C)(CC(=O)O)CC(=O)N1CCN(c2nc3cc(Cl)ccc3s2)CC1	-7	6	.	0	5.0	1.9	-13	-2	.
Cc1ccc(NC(=O)CN(C)CC(=O)N(C)Cc2ccccc2)cc1	-12	3	-3	0	-1.3	-0.8	-5	-7	2
CCOC(=O)c1c(NC(=O)CSc2nnc(N)s2)sc(C)c1-c1ccc(C)cc1	-17	3	9	1	-0.4	-1.5	-3	-4	0
O=S(=O)(c1ccc(Br)s1)N1CCNCC1	-5	-1	6	-11	-1.5	0.4	-1	-6	-1
COc1ccc(S(=O)(=O)N2CCN(c3ccccc3)CC2)cc1C(=O)N1CCCC1	-16	11	-13	-17	2.6	-0.9	-4	0	0
C=COCCNC(=O)C1CC(=O)N(c2ccc(C)cc2)C1 (stereo not given)	-7	2	-16	-2	-0.2	-0.4	3	-3	3
COc1cccc(Nc2nc(-c3sc(NC(=O)c4ccccc4)nc3C)cs2)c1	-4	2	38	-1	-1.1	-1.6	-11	-3	2
